High-throughput results (PubChem)
GAA inh: inhibitors of human lysosomal alpha-glucosidase; Potency, µM (titrated, usually from 76.9 µM), without a hit: at the top dose activity change, negative = inhibition, actives largely listed as inhibitors; purified human GAA, 4-MU-alpha-glucoside fluorescence; 200,000 compounds, 0.005% hits; AID 1466;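 also: plate controls were uninhibited enzyme wells for no effect and no-enzyme background for full effect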
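Human alpha-glucosidase, 4 nM, pre-mixed with test compounds before 400 uM 4-methylumbelliferyl substrate; 20 min room temperature at pH 5.0. Fluorescence read after pH 10 stop; AC50 values from Hill-equation fits.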
JMJD2E inh: inhibitors of human JMJD2E histone demethylase | Potency, µM (series often up to 57.1 µM), for inactives: at the highest dose activity change, negative = inhibition, most hits filed as inhibitors | B2RXH2 | JMJD2E catalytic domain, FDH-coupled NADH fluorescence (FDH is formaldehyde dehydrogenase) | AID 2147 | 230,000 compounds, 1.6% hits; active = well fitted inhibition curve with a large enough effect, not every such curve was filed as active; inconclusive = small, poorly fitted or top-dose-only effect, or another doubt; inactive = no such curve, though single readings can be large or run the other way;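 also: 0% = wells with enzyme and -100% = buffer wells without enzyme; nearly all actives have a fitted effect of over 50% in size; many of its hits are not listed in these tables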
GoLoco inh red: inhibitors of human Gai1-RGS12 GoLoco interaction (red fluorophore); 230,000 compounds, 0.44% hits; Potency, µM (highest dose often 61.6 µM), for the others: at the highest dose activity, negative = inhibition, actives largely listed as inhibitors; AID 880; P63096; Gai1:RGS12 GoLoco peptide FP, rhodamine, 10 min; active = well fitted inhibition curve with a large enough effect, not every such curve was filed as active; inactive = no such curve, though single readings can be large or run the other way; also: % is scaled to controls: 0 for no effect and ±100 for the full control effect; nearly all actives have a fitted effect of over 30% in size; many of its hits are not listed in these tables
aGlu spleen mod: inhibitors or activators of human alpha-glucosidase in spleen homogenate | human spleen homogenate, 4-MU-alpha-glucoside fluorescence | Potency, µM (titrated, usually from 79.9 µM), for the others: at the highest dose activity change, negative = inhibition, hits mostly inhibitors | 240,000 compounds, 0.006% hits;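 also: 0% = enzyme with vehicle and -100% = no enzyme basal signal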
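Human spleen homogenate (1 ug) with 4-methylumbelliferyl-alpha-D-glucopyranoside (1 mM final) in 50 mM citrate/phosphate pH 5.0, 0.01% Tween-20; 40 min at 37 C. Stopped at pH 10; 4-MU fluorescence Ex 365/Em 440 nm; AC50 by Hill fit.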
ALDH1A1 block: blocks purified human ALDH1A1 activity; Purified ALDH1A1, NADH fluorescence, propionaldehyde substrate; 220,000 compounds, 7.3% hits; AID 1030; P00352; Potency, µM (top dose mostly 75.3 µM), inactives show top-dose activity, negative = inhibition, usual class: inhibitors; active = well fitted inhibition curve with a large enough effect, not every such curve was filed as active; inconclusive = small, poorly fitted or top-dose-only effect, or another doubt; inactive = no such curve, though single readings can be large or run the other way;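 also: plate controls were no enzyme wells and a reference inhibitor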
Target sequence (P00352 whole entry, looked up): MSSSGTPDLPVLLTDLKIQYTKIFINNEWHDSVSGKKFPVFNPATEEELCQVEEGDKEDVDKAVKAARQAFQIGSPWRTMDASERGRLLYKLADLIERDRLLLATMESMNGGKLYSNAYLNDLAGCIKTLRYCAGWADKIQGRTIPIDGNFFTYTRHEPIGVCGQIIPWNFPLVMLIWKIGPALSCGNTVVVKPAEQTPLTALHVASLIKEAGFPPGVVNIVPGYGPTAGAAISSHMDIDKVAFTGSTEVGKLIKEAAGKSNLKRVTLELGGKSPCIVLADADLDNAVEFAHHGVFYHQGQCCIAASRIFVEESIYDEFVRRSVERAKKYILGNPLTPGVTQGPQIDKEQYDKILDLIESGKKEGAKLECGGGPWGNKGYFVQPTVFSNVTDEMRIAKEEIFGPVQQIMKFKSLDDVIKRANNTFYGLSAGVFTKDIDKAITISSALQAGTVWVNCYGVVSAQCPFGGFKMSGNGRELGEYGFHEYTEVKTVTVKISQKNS
GLA spleen mod: inhibitors or activators of human alpha-galactosidase in spleen homogenate | human spleen homogenate, 4MU-alpha-Gal fluorescence, 40 min | 240,000 compounds, 0.008% hits | Potency, µM (titrated, usually from 80 µM), without a hit: at the top dose activity change, negative = inhibition, most hits filed as inhibitors | AID 2107;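 also: 0% = enzyme with vehicle and -100% = no enzyme basal signal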
Target sequence (P06280 32-429 limits assumed): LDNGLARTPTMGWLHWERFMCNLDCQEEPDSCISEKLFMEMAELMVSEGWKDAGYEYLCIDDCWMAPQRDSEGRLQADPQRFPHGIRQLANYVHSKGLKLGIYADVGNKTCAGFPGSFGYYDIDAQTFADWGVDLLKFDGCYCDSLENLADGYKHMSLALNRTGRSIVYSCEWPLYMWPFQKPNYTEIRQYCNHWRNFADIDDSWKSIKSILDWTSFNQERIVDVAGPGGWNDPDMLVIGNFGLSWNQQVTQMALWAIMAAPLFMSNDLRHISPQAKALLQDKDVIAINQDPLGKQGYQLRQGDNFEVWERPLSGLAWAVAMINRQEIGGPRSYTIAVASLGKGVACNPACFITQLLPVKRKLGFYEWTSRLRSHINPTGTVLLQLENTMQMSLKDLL
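Fluorogenic readout (Ex 365/Em 440 nm) of 4-methylumbelliferone released from 1 mM 4-MU-alpha-galactoside by spleen homogenate, 40 min at 37C, pH 5.0. Data normalized to no-enzyme and enzyme controls; Hill-equation AC50 from compound titrations.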
GAA glycogen: inhibitors or activators of human alpha-glucosidase glycogen cleavage; P10253; recombinant GAA, glycogen substrate, Amplex Red glucose oxidase fluorescence; Potency, µM (top dose mostly 76.4 µM), for inactives: top-dose activity change, negative = inhibition, most hits filed as inhibitors; 300,000 compounds, 0.38% hits; AID 2100;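 also: 0% = full enzyme reaction and -100% = no-enzyme basal signal; the screen sought inhibitors and activators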
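Recombinant enzyme (4 nM final) with compounds titrated up to 77 uM and bovine liver glycogen (30 ug) in citrate pH 5.0, 0.01% Tween-20, 37 C 40 min. Released glucose detected by Amplex Red/glucose oxidase (Ex 573/Em 610); AC50 from Hill fits.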
SMN2 splice up: SMN2 splice variant enhancement; 210,000 compounds, 2.8% hits; AID 1458; HEK293 SMN2-luciferase splicing reporter, luminescence, 30-36 h; Potency, µM (top dose mostly 46.1 µM), for the others: top-dose activity change, positive = activation, usual class: activators; also: % of control where 0% means no effect; nearly all actives have a fitted effect of over 55% in size
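HEK293 cells carry an SMN2 […]–luciferase reporter in which exon 7 inclusion puts luciferase in frame. Cells were plated 10-12 h before compound addition, then incubated 30-36 h at 37C. ONE-Glo luminescence was read; sodium butyrate at 4.5 mM final served as control.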
* = called active by the depositor; ? = inconclusive; · = not tested or not shown; [ ] = dose if it differs, or a comment. Unless noted, calls follow the shape of the dose curve; as a rule, active = well fitted curve in the direction sought with a large enough effect; inconclusive = small, poorly fitted or top-dose-only effect, or another doubt; inactive = no such curve, though single readings can be large; an effect the other way counts as inactive or inconclusive. Potency is read from the fitted curve at half-maximal effect. The list is partial (hit frequency here may not be typical).

SMILES	GAA inh	JMJD2E inh	GoLoco inh red	aGlu spleen mod	ALDH1A1 block	GLA spleen mod	GAA glycogen	SMN2 splice up
COCC(=O)Nc1nnc(-c2ccc(C(C)(C)C)cc2)s1	10%	?	2%	-2%	-12%	-4%	-1%	8.9µM*
CCn1nccc1C(=O)Nc1ccc(S(=O)(=O)NC23CC4CC(CC(C4)C2)C3)cc1	3%	10%	1%	-2%	-10%	1%	-18%	-12%
CCCO/N=C1/C(=O)N(c2ccccc2)c2ccccc21	-9%	2%	-1%	-4%	-1%	-5%	9%	-1%
CCOC(=O)c1[nH]c(COC(=O)CCCOc2ccccc2)c(C(=O)OCC)c1C	-8%	?	3%	-6%	-6%	5%	-3%	2%
COc1ccccc1CN1CCCC(C(=O)N2CCCCC2)C1 (stereo not given)	·	?	-2%	1%	·	5%	6%	·
CCOC(=O)C1[C@H]2C(=O)N(C(C)c3ccc(OC)cc3)C[C@]23C=C[C@H]1O3 (stereo not given in full)	-3%	-1%	4%	-7%	6%	-18%	6%	-13%
COc1ccc(CCNC(=O)C(=O)Nc2ccc3nc4n(c(=O)c3c2)CCCCC4)cc1OC	·	-2%	-9%	3%	·	3%	2%	·
O=C(C1=C[C@@H](c2ccc(Br)cc2)C[C@@H](OCCCCO)O1)N1CCN(Cc2ccc3c(c2)OCO3)CC1	·	-9%	3%	-6%	-4%	0%	-2%	·
O=C(Cc1ccc(F)cc1)N/N=C/c1ccc(-c2ccc(Cl)c(C(=O)O)c2)o1	-6%	?	0%	5%	?	-5%	9%	11%
NC(=O)NCCC1=CCCCC1	5%	1%	2%	0%	-3%	6%	-2%	4%
COc1cc(C(=O)NC(CCSC)C(=O)OCC(=O)NC(=O)C2CCCCC2)cc(OC)c1OC (stereo not given)	2%	-5%	-7%	-4%	-9%	-3%	8%	-14%
COc1ccc(NC(=O)Cc2c[nH]c3ccccc23)cc1S(=O)(=O)N1CCOCC1	1%	-3%	1%	-2%	5%	-5%	-2%	4%

Taken from above:
Under SMN2 splice up, `CCOC(=O)c1[nH]c(COC(=O)CCCOc2ccccc2)c(C(=O)OCC)c1C` has 2%
Under JMJD2E inh, `CCOC(=O)C1[C@H]2C(=O)N(C(C)c3ccc(OC)cc3)C[C@]23C=C[C@H]1O3` (stereo not given in full) has -1%

Following part.
SMILES	GAA inh	JMJD2E inh	GoLoco inh red	aGlu spleen mod	ALDH1A1 block	GLA spleen mod	GAA glycogen	SMN2 splice up
CS(=O)(=O)N(CC(=O)N1CCN(Cc2ccccc2)CC1)c1ccc2c(c1)OCCO2	2%	8%	1%	-11%	10%	-4%	2%	9%
CCCc1nc(NCC2CCCO2)c2nnn(Cc3ccccc3)c2n1 (stereo not given)	-4%	-6%	2%	?	?	12%	0%	-19%
Cc1cccc(NC(=S)NC(C)C(c2ccccc2)N2CCN(C)CC2)c1C (stereo not given)	-4%	4%	5%	·	-10%	-1%	0%	-5%
O=C1C2CCCN2C(c2ccccc2)N1c1ccc(F)cc1 (stereo not given)	2%[15.4 µM]	1%	4%	0%	3%	0%	13%	5%
c1ccc2[nH]c(SCc3cn4ccccc4n3)nc2c1	1%	2%	16%	3%	-8%	-8%	13%	·
O=C(c1ccc(Cn2c(=O)[nH]c3ccccc3c2=O)cc1)N1CCN(c2ccccn2)CC1	4%	5%	3%	-8%	7%	-1%	14%	-15%
O=C(C1CCCCC1)N1CCCc2ccccc21	-4%	19%	-4%	1%	-15%	1%	1%	-19%
O=C(COc1ccccc1-c1ccccc1)N/N=C/c1cccnc1	-4%	3%	-8%	6%	-1%	2%	-3%	-11%
COc1cccc(N2C(=O)N(c3ccccc3Cl)C3CS(=O)(=O)CC32)c1 (stereo not given)	-6%	3%	-9%	0%	3%	5%	-5%	6%
Cc1ccc(S(=O)(=O)Nc2ccccc2C=Nc2cccc(C)c2C)cc1	?	7%	-4%	0%	10%	1%	15%	-8%
O=C(COC(=O)c1cccs1)NCC1CCCCC1	6%	-4%	9%	-5%	-1%	-1%	6%	-5%
COCCN(C(=S)Nc1c(C)cc(C)cc1C)C(C)c1cccnc1 (stereo not given)	1%	-1%	4%	-2%	?	11%	2%	-2%[1.84 µM]
Cc1ccc(S(=O)(=O)N2CCN(S(=O)(=O)c3ccc4c(c3)OCCO4)CC2)cc1	1%	-4%	-13%	-4%	-2%	-15%	2%	-4%
Cc1ccc2nc(NC(=O)C3CCCN3C(=O)OC(C)(C)C)sc2c1 (stereo not given)	0%	-4%	4%	·	13%	1%	0%	-4%
Cc1ccc(Oc2nc(CN3CCOCC3)nc3sc4c(c23)CCC(C)C4)cc1C (stereo not given)	?	-3%	-7%	-4%	?	6%	-5%	-11%
COc1ccc(C2=NN(C(=O)CCC(=O)O)C(c3cccs3)C2)cc1OC (stereo not given)	?	?	10%	4%	?	5%	-8%	·
NC(=O)CCNC(=O)c1ccc(Cl)cc1	-17%	2%	4%	3%	4%	4%	6%	-12%
C=C(CCC(=O)c1ccccc1)C(=O)c1ccccc1	9%	1%	-6%	-1%	?	4%	-7%	-20%
O=C(Nc1cnn(Cc2ccc(F)cc2)c1)c1cnccn1	-6%	-1%	10%	-24%	-5%	11%	-2%	16%
COc1ccc(NC(=O)N(C2CCCCC2)C(C)c2cccnc2)c(OC)c1 (stereo not given)	-8%	-1%	-3%	6%	1%	-2%	?	-3%
COCCNC(=O)COc1ccc(Oc2ccccc2)cc1	5%	3%	8%	-5%	4%	0%	8%	-30%[inhibitor]
COc1cccc2c1OCC/C2=N\NC(=O)COc1ccc(C)cc1	0%	-3%	-8%	3%	-1%	-2%	3%	30%
CCN1CCCC(NC(=O)c2cc([N+](=O)[O-])ccc2OC)C1 (stereo not given)	0%	1%	6%	-8%	9%	3%	-1%	12%
Cc1cccc2[nH]c3c(=O)n(CCN4CCNCC4)cnc3c12	6%	?	·	0%	?	-6%	-9%	·

Some of these compounds in order of the GoLoco inh red value, lowest first:
| mol | GAA inh | JMJD2E inh | GoLoco inh red | aGlu spleen mod | ALDH1A1 block | GAA glycogen | SMN2 splice up |
| --- | --- | --- | --- | --- | --- | --- | --- |
| Cc1ccc2nc(NC(=O)C3CCCN3C(=O)OC(C)(C)C)sc2c1 (stereo not given) | 0% | -4% | 4% | · | 13% | 0% | -4% |
| CCN1CCCC(NC(=O)c2cc([N+](=O)[O-])ccc2OC)C1 (stereo not given) | 0% | 1% | 6% | -8% | 9% | -1% | 12% |
| COc1ccc(C2=NN(C(=O)CCC(=O)O)C(c3cccs3)C2)cc1OC (stereo not given) | ? | ? | 10% | 4% | ? | -8% | · |

Copied from the results shown (four entries):
SMILES	GAA inh	JMJD2E inh	GoLoco inh red	aGlu spleen mod	ALDH1A1 block	GLA spleen mod	GAA glycogen	SMN2 splice up
COCCNC(=O)COc1ccc(Oc2ccccc2)cc1	5%	3%	8%	-5%	4%	0%	8%	-30%[inhibitor]
COc1cccc2c1OCC/C2=N\NC(=O)COc1ccc(C)cc1	0%	-3%	-8%	3%	-1%	-2%	3%	30%
CCN1CCCC(NC(=O)c2cc([N+](=O)[O-])ccc2OC)C1 (stereo not given)	0%	1%	6%	-8%	9%	3%	-1%	12%
Cc1cccc2[nH]c3c(=O)n(CCN4CCNCC4)cnc3c12	6%	?	·	0%	?	-6%	-9%	·

(more compounds)
SMILES	GAA inh	JMJD2E inh	GoLoco inh red	aGlu spleen mod	ALDH1A1 block	GLA spleen mod	GAA glycogen	SMN2 splice up
O=C(CSc1ccc2ccccc2c1)Nc1ccc(S(=O)(=O)Nc2nccs2)cc1	-9%	0%	7%	-16%	?	-10%	-3%	-7%
Cc1ccc(-c2[nH]ncc2/C=N/n2c(COc3ccccc3C)nc3ccccc3c2=O)cc1	-2%	-4%	7%	-1%	?	0%	9%	?
Cn1c(=O)c2c(ncn2CC(=O)Nc2ccccc2Sc2ccccc2)n(C)c1=O	-5%	-4%	7%	-18%	?	5%	5%	-39%[inhibitor]
Cc1c(NC(=O)C2CCCCC2)cc(C(=O)N2CCOCC2)cc1[N+](=O)[O-]	4%	-7%	-6%	-3%	2%	-2%	6%	-7%
CCNc1nc(NCC)n2c(SC(C(=O)Nc3cc(C)ccc3OC)c3ccccc3)nnc2n1 (stereo not given)	?	-10%	5%	-6%	-2%	-26%	13%	-11%
COc1ccc(C(=O)COC(=O)c2cccnc2Cl)c(OC)c1	2%	-27%	10%	3%	-6%	0%	6%	-1%
CC1(C)Cc2c(c(-c3ccco3)nc3sc4c(NCC5CCCO5)ncnc4c23)CO1 (stereo not given)	4%	?	14%	3%	?	11%	1%	-14%
O=C(NC1CCCCC1)c1ccc(S(=O)(=O)N2CCCC2)cc1	4%	5%	2%	-5%	?	2%	5%	-9%
Cn1ccs/c1=N\S(=O)(=O)c1ccc(C(C)(C)C)cc1	0%	3%	-9%	-21%	?	-10%	-5%	-17%
CC(C)N(CC#CCC(O)(c1ccccc1)c1ccccc1)C(C)C	-7%	1%	0%	7%	10%	4%	5%	-2%
O=C(N[C@@H](Cc1ccccc1)c1nc2ccccc2[nH]1)c1cc([N+](=O)[O-])ccc1Cl	-3%	-26%	-12%	2%	?	1%	0%	-12%
COc1ccc(C(=O)NNC(=O)CCC(=O)Nc2cc(C)on2)cc1	-3%	3%	7%	-4%	6%	-3%	3%	8%
Cc1ccc(C)c(-n2nnnc2Sc2nc([N+](=O)[O-])nn2C)c1	-5%	-5%	-18%	5%	?	5%	-10%	-33%[inhibitor]
O=C(OCC(=O)N1CCN(c2ccccc2)CC1)c1ccc2ncsc2c1	-4%	?	4%	5%	-10%	2%	4%	-4%

Structures above with fluorine:
SMILES	GAA inh	JMJD2E inh	GoLoco inh red	aGlu spleen mod	ALDH1A1 block	GLA spleen mod	GAA glycogen	SMN2 splice up
O=C(Cc1ccc(F)cc1)N/N=C/c1ccc(-c2ccc(Cl)c(C(=O)O)c2)o1	-6%	?	0%	5%	?	-5%	9%	11%
O=C1C2CCCN2C(c2ccccc2)N1c1ccc(F)cc1 (stereo not given)	2%[15.4 µM]	1%	4%	0%	3%	0%	13%	5%
O=C(Nc1cnn(Cc2ccc(F)cc2)c1)c1cnccn1	-6%	-1%	10%	-24%	-5%	11%	-2%	16%
